HCV NS3 hel inh = inhibitors of HCV NS3 helicase, primary screen, biochemical, Cy5 molecular beacon fluorescence. inhibition, % at 10.9 µM. Hepatitis C virus NS3 helicase. AID 1800, 2009. 290,000 compounds, 0.56% hits. NS3 helicase DNA unwinding;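 active = inhibition above the mean of all tested compounds plus 3 SD, set per campaign, cut at about 35% in these data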;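 also: 0% = DMSO wells and 100% = thioflavine S control wells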
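assay system = NS3 helicase fragment of HCV | buffer or medium = MOPS pH 6.5, MgCl2, DTT, Tween20, BSA | timing = 60 min unwinding reaction at 25 °C after ATP addition | signal = Cy5 beacon fluorescence read at start and 1 h | read-out basis = % inhibition of unwinding | control set = low DMSO, high thioflavine S at 110 µM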
pCIP destab = p/CIP-EGFP fusion destabilizers, primary screen, fluorescence, F442A cells. 16 h. decrease of EGFP signal, % at 10 µM. 290,000 compounds, 0.01% hits. AID 1984, 2009;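 active = EGFP signal decrease of at least 30% at 10 µM or well 3 SD below plate mean, unless failing retest; inactive = the rest, including hits failing retest or dose response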; also: some compounds called inactive have numbers as strong as hits; many of its hits are not listed in these tables
PHOSPHO1 block = PubChem AID 1565; 290,000 compounds, 1.1% hits; Phosphoethanolamine/phosphocholine phosphatase (Homo sapiens), Q8TCT1; recombinant PHOSPHO1, absorbance phosphatase assay; inhibition, % at 13.3 µM; in the data active = inhibition above about 60%
FID counter = compounds displacing fluorescent DNA intercalator, primary screen, artefact control for HCV NS3 helicase inhibitor project, biochemical, FID fluorescence. DNA fluorescent intercalator displacement. inhibition, % at 7.9 µM. 290,000 compounds, 0.17% hits. AID 1845, 2009; in the data active = inhibition above about 37%;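 also: 0% = vehicle and 100% = reference compound; higher means more ethidium bromide displaced from hairpin DNA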
IMP-1 inh = IMP-1 metallo-beta-lactamase inhibitors, primary screen, biochemical, epi-absorbance readout, Pseudomonas aeruginosa enzyme | inhibition, % at 5.6 µM | metallo-beta-lactamase IMP-1 (Pseudomonas aeruginosa) | 290,000 compounds, 0.45% hits | purified IMP-1, nitrocefin hydrolysis, epi-absorbance fluorescence;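 active = inhibition above the mean plus 3 SD of all compounds in the same screening run, cut at about 4.5% in these data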;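 also: 0% = IMP-1 with DMSO and 100% = DMSO wells lacking enzyme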
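System: purified IMP-1 / Input: IMP-1 dispensed at 0.2 nM / Medium: 50 mM HEPES pH 7.1, 50 µM ZnSO4, 0.05% Brij 35 / Timing: 15 min enzyme–compound preincubation, then 25 min nitrocefin reaction, 25 °C / Technique: plate fluorescence quenching by hydrolysis product, ex 480/em 530 nm / Repeats: singlicate testing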
VIM-2 inh = VIM-2 metallo-beta-lactamase inhibitors, primary screen, biochemical, epi-absorbance readout, Pseudomonas aeruginosa enzyme. purified VIM-2, nitrocefin hydrolysis, epi-absorbance fluorescence. inhibition, % at 5.6 µM. 290,000 compounds, 0.89% hits;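 active = inhibition above the mean of all tested compounds plus 3 SD, cutoff set per screening run, cut at about 7.5% in these data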;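 also: red hydrolysis product quenches plate fluorescence so inhibitors raise well fluorescence; 0% = enzyme with DMSO and 100% = DMSO without enzyme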
MEKK3 PB1 HTS = modulators of MEKK3-MEK5 PB1 binding, primary screen, biochemical, wildtype MEKK3, multiplex bead flow cytometry, Alexa488-MEK5. Mitogen-activated protein kinase kinase kinase 3 (Homo sapiens), Q99759. bead-based flow cytometry, Alexa488-MEK5 binding to MEKK3; actives lie on both sides; 0 = blocked by unlabeled MEK5, 100 = vehicle. binding response (% of control), % at 10 µM. 290,000 compounds, 1.4% hits;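 active = binding response more than 3 SD above or below the average of its plate-row segment, actives on both sides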;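 also: Alexa488 bead fluorescence after subtracting the streptavidin-only scavenger bead signal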
Target sequence (Q99759 whole entry, looked up): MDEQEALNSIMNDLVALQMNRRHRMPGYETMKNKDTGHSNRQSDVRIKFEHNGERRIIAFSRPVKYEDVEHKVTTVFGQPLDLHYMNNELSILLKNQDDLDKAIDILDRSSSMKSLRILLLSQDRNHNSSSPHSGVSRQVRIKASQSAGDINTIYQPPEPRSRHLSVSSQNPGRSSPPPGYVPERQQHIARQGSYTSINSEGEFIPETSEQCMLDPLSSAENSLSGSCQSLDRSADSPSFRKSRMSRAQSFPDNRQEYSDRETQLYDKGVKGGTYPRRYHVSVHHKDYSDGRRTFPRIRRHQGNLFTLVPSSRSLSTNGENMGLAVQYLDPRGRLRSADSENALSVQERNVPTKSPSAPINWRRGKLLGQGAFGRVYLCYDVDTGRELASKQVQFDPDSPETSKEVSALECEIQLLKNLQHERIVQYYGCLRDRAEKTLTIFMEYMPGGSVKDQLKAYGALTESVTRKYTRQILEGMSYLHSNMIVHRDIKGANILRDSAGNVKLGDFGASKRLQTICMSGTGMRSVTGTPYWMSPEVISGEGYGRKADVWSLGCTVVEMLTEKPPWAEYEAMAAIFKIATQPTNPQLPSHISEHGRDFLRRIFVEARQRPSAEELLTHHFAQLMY
SUMO HTRF inh = inhibitors of in vitro SUMOylation cascade, primary screen, biochemical, HTRF, uHTS. 290,000 compounds, 0.36% hits. AID 2006, 2009. inhibition, % at 35 µM. HTRF SUMOylation assay, SAE1/SAE2 + UBC9; in the data active = inhibition above about 50%, passing the limit was not always enough; also: strong numbers were not always called active
Target sequence (P63279 whole entry, looked up): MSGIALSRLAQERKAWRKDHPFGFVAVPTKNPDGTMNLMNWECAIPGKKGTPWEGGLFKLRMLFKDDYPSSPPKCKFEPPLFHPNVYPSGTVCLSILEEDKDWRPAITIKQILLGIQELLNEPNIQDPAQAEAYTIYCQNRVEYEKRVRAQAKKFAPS
IDE cell activ = human IDE activators in live cells, primary screen, fluorescence polarization, HEK cells, FAbeta-B substrate; Insulin-degrading enzyme (Homo sapiens), P14735; FAbeta-B cleavage; 0% vehicle, 100% cell-free pure enzyme wells; AID 493087, 2011; 340,000 compounds, 0.073% hits; activation, % at 5.96 µM;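 active = activation above the mean of all tested compounds plus 3 SD, set per screening campaign, cut at about 17% in these data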
* hit, by the source's call; x = not tested or not shown; & = joins results of further samples. A portion of the library (hit frequency here may not be typical).

SMILES	HCV NS3 hel inh	pCIP destab	PHOSPHO1 block	FID counter	IMP-1 inh	VIM-2 inh	MEKK3 PB1 HTS	SUMO HTRF inh	IDE cell activ
COc1cc(C(=O)Nc2scc(-c3ccc(Br)cc3)c2C(=O)O)cc(OC)c1OC	4	-4	x	12	-2.5	-3.5	100	3	-4
O=C(NCCc1nnc2ccc(NCc3ccc(F)cc3)nn12)c1ccccc1	18	-3	21	-26	-2.8	-2.6	100	0	7
O=C(O)c1nn(-c2cccc(Cl)c2)c(=O)cc1O	6	-15	29	2	-2.6	-1.8	105	13	2
CC(NC(=O)COC(=O)c1ccc2ccccc2n1)C1CC2CCC1C2 (stereo not given)	-1	2	-16	-24	-1.3	-0.1	105	8	5
Cn1cc(CC(=O)NC2CCCCC2)c2ccccc21	6	-10	-5	-9	-3.1	-1.4	95	-1	2
COc1cc(/C=N/NC(=S)Nc2cccc(S(=O)(=O)N(C)C)c2)cc(OC)c1O	3	-2	34	-10	-3.2	1.9	110	-19	-2
COC(=O)c1sccc1NC(=O)C1CC=CCC1C(=O)O (stereo not given)	-1	-20	-11	-5	-0.5	-1.4	100	26	2
COc1ccc(CNC(=O)Nc2ccc3c(c2)N(C)C(=O)CS3)cc1	2	4	5	-20	-3.5	-2.1	98	-6	3
COc1ccc(C2CC(c3cccs3)=NN2c2ccccc2)cc1 (stereo not given)	-11	-4	9	16	-4.2	0.6	87	20	1
CCCn1c(=N)n(CC(=O)OCC)c2ccccc21	4	-6	16	3	-4.3	-3.5	99	-12	2
Nc1nonc1C(=O)OCC(=O)N1CCOCC1	-1	0	-3	3	-2.0	-4.1	104	10	4
Cc1cc(=O)oc2cc(NS(=O)(=O)c3ccc(F)cc3)ccc12	-3	-7	51	-15	-3.7	-2.1	104	41	6
CC[n+]1c(/C=C/N(C)c2ccccc2)oc2ccc(Cl)cc21	18	-20	-4	1	-3.7	1.4	107	-2	-2
C=C(C)Cn1c(C)cc(C)c(S(=O)(=O)c2ccc(C)cc2)c1=O	-11	15	22	-27	-0.5	-1.7	100	-11	-4
Cc1nc2ccccc2n1CC(=O)N/N=C/c1cccnc1	1	-5	46	11	-4.1	-4.8	103	29	-1
COc1cc(CNC(C)C)c(Br)cc1OC1CCCC1	7	5	35	5	-4.1	-2.4	104	6	4
O=C(Cn1c(=O)oc2cc(S(=O)(=O)N3CCCC3)ccc21)Nc1cccc(C(F)(F)F)c1	-7	-16	5	-6	-0.8	-2.6	100	24	1
Cc1ccc(NC(=O)/C=C/c2ccc([N+](=O)[O-])s2)c(C)c1	14	-31	4	-7	-0.4	-4.9	107	2	-9
CCC(CC)NC(=O)c1cccc(NC(=O)C(C)C)c1	-4	0	16	-1	-0.7	-3.2	95	8	3
CCOC(=O)c1c(-c2cccc([N+](=O)[O-])c2)csc1NC(=O)C1CCCCC1	4	0	-7	-2	-2.5	-3.0	100	-12	4
COc1ccc(C(=O)NC(C(=O)N2CCN(c3ccccc3O)CC2)C(C)C)cc1 (stereo not given)	-1	-6	28	-37	-3.0	-2.5	100	-1	-1
O=C(COc1ccc(Cl)cc1Cl)Nc1ccccc1NS(=O)(=O)c1cccs1	1	20	13	-3	-1.3	0.1	97	-2	7
COc1ccc(NC(=O)C2CCCN(c3cnccn3)C2)cc1 (stereo not given)	-1	-7	24	-3	-2.3	-4.3	99	x	-1
CC(=O)N1CCN(c2ccc(NC(=O)c3ccc([N+](=O)[O-])o3)cc2Cl)CC1	-5	-23	15	-9	-1.6	-2.0	101	-6	2
Cn1c(=O)c2c(nc(N3CCN(c4ccccc4)CC3)n2CCCc2ccccc2)n(C)c1=O	11	-4	6	1	3.0	-0.4	105	-13	-3
COc1ccccc1-c1nc2ccccc2nc1-c1ccccc1	-8	-6	9	-21	-4.0	-2.4	90	6	2
CC(C)N1CCC(N2CCN(Cc3cc4c(cc3Cl)OCO4)CC2CCO)CC1 (stereo not given)	25	-9	15	24	-1.2	4.1	78	-3	3
O=C(Oc1cccc(-c2cnc3ccccc3n2)c1)c1ccco1	3	-6	41	-11	-3.1	-3.9	103	-14	2
O=S(=O)(Nc1ccc2nc(-c3ccc(Br)o3)[nH]c2c1)c1ccccc1	1	-10	15	-8	-0.1	-1.5	100	-8	x
O=S(=O)(c1cccc(C(F)(F)F)c1)N(CCCN1CCOCC1)Cc1cccs1	-18&-17	-8&9	21&23	9&6	-2.8&-2.4	-1.9&-2.4	106&100	-8&8	2&3
CC(C)Oc1ccc(-c2nn(-c3ccccc3)cc2/C=c2\sc3ncnn3c2=O)cc1	-3	-3	52	-21	-2.0	2.3	x	13	x
Cc1c(CC(Cl)(Cl)Cl)c2c(n1O)CC(C)(C)CC2=O	4	-4	-1	3	-2.8	-0.6	102	-5	2
N#Cc1ccccc1CSCCNC(=O)Cc1c(F)cccc1Cl	1	0	-17	-22	-0.6	0.5	100	-1	1
O=C(NN1CCOCC1)c1cn(-c2ccccc2)nc1-c1cccs1	-6	-8	25	-20	-1.4	1.2	100	22	0
CCC(c1nnnn1C1CCCC1)N1CCN(c2cccc(OC)c2)CC1 (stereo not given)	8	-8	10	-18	-3.5	0.4	98	18	x
CCN1CCN(C(=O)c2ccc3c(c2)N(Cc2ccccc2)C(=O)c2ccccc2S3(=O)=O)CC1	-5	10	39	-3	-2.1	-5.3	104	-4	5
CCOC(=O)c1[nH]c2ccc(Cl)cc2c1-c1ccccc1	6	-6	-1	10	-2.6	-4.0	98	7	6
Cn1c(=O)[nH]c(NC2CCCCC2)c(N=O)c1=O	-5	-7	-12	4	-1.5	-1.0	97	0	2
C=CCOc1c(CNc2nccs2)cccc1OCC	-1	-12	4	-10	3.6	-0.8	108	21	-2
COCCCNC(=S)NCCCNc1nc2cc(C)cc(C)c2cc1C#N	-10	-10	32	4	-0.3	1.6	95	22	10

Fetched one by one from above (4):
SMILES	HCV NS3 hel inh	pCIP destab	PHOSPHO1 block	FID counter	IMP-1 inh	VIM-2 inh	MEKK3 PB1 HTS	SUMO HTRF inh	IDE cell activ
CC(C)N1CCC(N2CCN(Cc3cc4c(cc3Cl)OCO4)CC2CCO)CC1 (stereo not given)	25	-9	15	24	-1.2	4.1	78	-3	3
O=S(=O)(c1cccc(C(F)(F)F)c1)N(CCCN1CCOCC1)Cc1cccs1	-18&-17	-8&9	21&23	9&6	-2.8&-2.4	-1.9&-2.4	106&100	-8&8	2&3
Cn1c(=O)[nH]c(NC2CCCCC2)c(N=O)c1=O	-5	-7	-12	4	-1.5	-1.0	97	0	2
CCN1CCN(C(=O)c2ccc3c(c2)N(Cc2ccccc2)C(=O)c2ccccc2S3(=O)=O)CC1	-5	10	39	-3	-2.1	-5.3	104	-4	5

(next part)
SMILES	HCV NS3 hel inh	pCIP destab	PHOSPHO1 block	FID counter	IMP-1 inh	VIM-2 inh	MEKK3 PB1 HTS	SUMO HTRF inh	IDE cell activ
COc1ccc(S(=O)(=O)N(C)c2ccc(OCC(=O)Nc3cc(C)on3)cc2)cc1	4	-3	-9	-15	0.5	-1.9	96	7	1
CCN(CC)CCCN1C(=O)c2oc3ccccc3c(=O)c2C1c1cccs1 (stereo not given)	18	-21	-7	-12	-2.5	-3.4	99	6	x
Cc1ccccc1CN(C)CC(=O)NC(C)CCc1ccccc1 (stereo not given)	-11	-7	30	-6	-2.6	-2.1	103	4	5
CC(C)CC1CCCCC1OC(=O)CN1CCCCC1 (stereo not given)	7	-4	-14	-2	-2.5	-3.0	97	-20	1
Cc1ccc(NC(=O)Nc2nnc(Cc3ccc(F)cc3)s2)cc1	-1	-2	23	-7	-3.4	-2.2	105	6	3
CN(C)c1ccc(/C=N/NC(=O)CNC(=O)c2ccco2)cc1	7	-2	30	-3	-2.9	-1.6	101	-4	-2
CC(C)(C)C(=O)Nc1ccccc1C(=O)Nc1ccncc1	-1	8	23	-2	-1.2	-0.6	83	9	2
O=C(COC(=O)Cc1cccs1)Nc1ccccc1F	-3	-18	3	-4	0.5	-1.2	98	6	0
Cc1ccc2c(c1)c1c3n2CC(=C2C(=O)OC(C)(C)OC2=O)NC3CCC1 (stereo not given)	6	11	30	-6	-3.4	-0.5	91	9	2
COc1ccc2c(c1)CCc1sc(NC(=O)c3ccco3)nc1-2	-1	2	42	4	-1.4	-2.3	102	-12	4
N#Cc1ccccc1NC(=O)c1ccc2c(c1)OCCO2	-6	-13	23	-3	-1.3	-2.9	101	7	5
CCn1c(C(=O)O)c(CC(=O)NC2CCCCCC2)c2ccccc21	17	-7	-31	-49	-1.7	-0.2	106	22	-2
O=S(=O)(NCc1cn2ccsc2n1)c1cccs1	11	-2	30	-1	0.4	0.8	98	5	0
COc1ccc(-c2cc(C(=O)OCC(=O)Nc3cc(C)on3)c3ccccc3n2)cc1OC	3	-8	18	-4	-1.5	-0.3	93	30	-3
Cc1nc(/C=C/c2ccccc2)cc(/C=C/c2ccccc2)n1	-4	-7	42	-11	-3.5	-4.2	104	-4	8
NC(=O)c1nsc(C(=O)N(CC(=O)NCc2ccco2)c2ccccc2F)c1N	-2	0	0	-12	-1.5	-2.9	90	-21	2
COc1ccc(-n2c(SCC(=O)OC(C)C)nnc2-c2ccccn2)cc1	9	-11	26	-16	0.5	-0.1	103	20	2

One compound at a time, as listed above. Order of values: HCV NS3 hel inh | pCIP destab | PHOSPHO1 block | FID counter | IMP-1 inh | VIM-2 inh | MEKK3 PB1 HTS | SUMO HTRF inh | IDE cell activ
Record of COc1ccc2c(c1)CCc1sc(NC(=O)c3ccco3)nc1-2 = -1 | 2 | 42 | 4 | -1.4 | -2.3 | 102 | -12 | 4
Record of COc1ccc(-c2cc(C(=O)OCC(=O)Nc3cc(C)on3)c3ccccc3n2)cc1OC = 3 | -8 | 18 | -4 | -1.5 | -0.3 | 93 | 30 | -3

Screening results deposited in PubChem by several laboratories.
